GBA activity up: GBA activity enhancers in patient fibroblasts, primary screen, cell-based. Lysosomal acid glucosylceramidase (Homo sapiens), P04062. L444P Gaucher fibroblasts, 4-MU-glucoside fluorescence, 3 days. activation, % at 10 µM. hit rate 0.44% among 30,000. AID 784, 2007; in the data active means activation above about 65%;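 further: 0% = vehicle wells and 100% = positive control wells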
Target sequence (P04062 whole entry L483P): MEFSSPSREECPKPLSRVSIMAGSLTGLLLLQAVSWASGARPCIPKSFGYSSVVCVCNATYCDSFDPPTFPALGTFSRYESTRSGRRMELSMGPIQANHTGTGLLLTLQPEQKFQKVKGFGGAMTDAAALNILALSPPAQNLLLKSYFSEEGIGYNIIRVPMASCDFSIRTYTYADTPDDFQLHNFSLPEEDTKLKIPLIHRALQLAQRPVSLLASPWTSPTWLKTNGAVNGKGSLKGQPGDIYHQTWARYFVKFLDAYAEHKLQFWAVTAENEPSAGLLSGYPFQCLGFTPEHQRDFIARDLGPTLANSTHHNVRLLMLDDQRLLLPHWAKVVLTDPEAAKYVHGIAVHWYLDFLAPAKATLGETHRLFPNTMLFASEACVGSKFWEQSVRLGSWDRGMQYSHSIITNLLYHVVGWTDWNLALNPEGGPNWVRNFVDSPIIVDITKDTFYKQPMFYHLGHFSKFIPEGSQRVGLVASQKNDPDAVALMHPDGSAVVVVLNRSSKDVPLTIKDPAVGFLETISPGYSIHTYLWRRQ
Starred values were filed as active, the others as inactive.

SMILES	GBA activity up
COc1cccc(CNCCSc2nnnn2C)c1	-5.9
COc1ccc(S(=O)(=O)NCC(=O)N(CC(=O)NCC2CCCO2)c2cc(C)ccc2C)cc1 (stereo not given)	-19.4
O=C(c1ccc2c(=O)n(-c3ccccc3)c(=O)[nH]c2c1)N1CCCCC1	1.5
COCCNC(=O)CCn1c(=O)oc2ccccc21	-23.1
Cc1ccc(-c2nn3c(=O)c(C)nnc3s2)cc1	1.7
Cc1csc(CCc2nc(C)cs2)n1	-11.5
Cc1cc(C)cc(-n2nnc(C(=O)NCc3ccc4c(c3)OCO4)c2N)c1	-6.6
O=S(=O)(c1ccc(F)cc1)N1CCN(CC(O)COCc2cccs2)CC1 (stereo not given)	4.6
COCCn1cc(C(=O)N2CCN(C)CC2)c2c3ccccc3n(C)c2c1=O	7.4
CC(=O)OC1CC(C)N(C(=O)c2ccccc2)c2ccc(C)cc21 (stereo not given)	0.8
O=C(Nc1cccc(-c2nc3ccccc3[nH]2)c1)c1cccc(NC(=O)c2ccco2)c1	3.8
CCOC(=O)C1=C(C)NC(=O)NC1C (stereo not given)	-15.9
CC(=O)C1=C(O)C(=O)N(Cc2ccccc2)C1c1ccco1 (stereo not given)	3.9
CC1(C)CC(=O)C2=C(C1)NC(Nc1nc3ccccc3o1)=NC21CCCC1	-87.4
O=C(CN1CCN(c2cccc(Cl)c2)CC1)N1CCCC1	-19.9
C=CCSc1nc2nc(C)cc(C)n2n1	10.3
COc1ccccc1N(CC(=O)Nc1ccc(F)c(F)c1)S(C)(=O)=O	-4.5
O=C(NCC(=O)N(c1ccc(F)cc1)C(C(=O)NCC1CCCO1)c1ccccc1)c1ccco1 (stereo not given)	11.1
N=c1n(Cc2ccccc2)c2ccccc2n1CC(O)COc1ccccc1 (stereo not given)	-85.6
CCN(CC(=O)NCc1ccc(F)cc1)CC(O)COCc1cccc(OC)c1 (stereo not given)	16.9
CCOc1ccc(S(=O)(=O)n2ccc(C)n2)c2ccccc12	-17.6
COCCCNC(=O)c1cn(Cc2c(F)cccc2Cl)nn1	-45.2
Cc1cccc2sc(NC(=O)CNS(=O)(=O)c3ccc(Br)s3)nc12	-13.4
Cc1ccc(C2/C(=C(/O)c3ccc(Br)cc3)C(=O)C(=O)N2Cc2ccco2)o1 (stereo not given)	-7.3
Cc1cc(C(=O)OCC(=O)N2CCN(c3ccccc3)CC2)c2ccccc2n1	-11.6
CC1(C)Cc2cccc(OCC(=O)O)c2O1	-1.7
FC(F)(F)c1cccc(OCCOCCn2cncn2)c1	-10.1
CCOC(=O)C1=C(C)NC(=O)NC1c1cc2c(cc1Br)OCO2 (stereo not given)	-11.4
CC1CCN(S(=O)(=O)c2ccc(S(=O)(=O)N3CCN4CCCC4C3)cc2)CC1 (stereo not given)	-17.9
CC(=O)c1ccc(N2CCN(C(=O)c3ccco3)C(C)C2)c(F)c1 (stereo not given)	20.6
COc1ccc(OC)c(N(CC(=O)Nc2ccc3c(c2)OCO3)S(=O)(=O)c2ccccc2)c1	-13.2
CCSc1nnc(NC(=O)c2ccc(Br)s2)s1	11.4
Cc1occc1C(=O)NC(C)C(C)(C)C (stereo not given)	9.0
CCCN1Cc2cccc(C(=O)Nc3ccc(OC)c(OC)c3)c2C1=O	-1.1
COc1ccc(-c2c3c(=O)n(C)c(=O)n(C)c3cn2NC(C)=O)cc1	5.9
COc1ccc(-n2nnc3c(=O)n(Cc4ccccc4C)cnc32)cc1	-19.4
O=C(C1CCC(Cn2c(=S)[nH]c3ccccc3c2=O)CC1)N1CCN(c2ccccc2)CC1 (stereo not given)	14.9
COc1ccccc1N1CCN(S(=O)(=O)c2ccc3c4c(cccc24)C(=O)N3C)CC1	-2.5
COC(=O)c1ccc(=O)n(-c2ccc(OC)cc2)c1	-25.6
O=C(Nc1cccc(Cl)c1)c1ccc2c(=O)n3c(nc2c1)CCCCC3	7.7
NC(=O)c1c(C(F)(F)F)cc(-c2ccccc2)nc1NCCO	-1.6
OC12CCCCC1C(c1ccc3c(c1)OCO3)N(Cc1cccc(F)c1)CC2 (stereo not given)	5.6
COc1cc(C2=NOC(C(=O)Nc3ccc(C)cc3)C2)cc(OC)c1OC (stereo not given)	-3.2
CCOC(=O)CN(C(=O)Cn1nnc2ccccc21)C(C(=O)NCCOC)c1ccccc1 (stereo not given)	-22.8
COc1ccccc1C1=Nn2c(nnc2C2CCCCC2)SC1	-5.7
O=C(O)COc1ccc(Oc2ccccc2)cc1	-14.1
CCOc1ccc(-c2noc(-c3ccncc3)n2)cc1OCC	228.2*
COc1cc(C(c2nnnn2C(C)(C)C)N2CCN(C)CC2)cc(OC)c1OC (stereo not given)	25.1
O=C(CSC1CCCCC1)N1CCN(c2ccccc2)CC1	-7.9
Cc1cccc(-n2ncc3c(N4CCCC4)ncnc32)c1	-6.0
Continuation.
SMILES	GBA activity up
Cn1c(=O)n(CCN2CCOCC2)c(=O)c2c1nc1n2CCN1c1ccccc1	7.2
Clc1ccc(CSc2nnc(-c3ccncc3)o2)c(Cl)c1	-24.7
O=C(O)c1ccc(CSc2n[nH]c(-c3ccco3)n2)cc1	11.4
O=C(NC12CC3CC(CC(C3)C1)C2)c1cc2nc(-c3ccco3)cc(C(F)(F)F)n2n1	0.8
COc1cc2c(cc1OC)-c1cc(N3CCCCCC3)nc(=O)n1CC2	2.0
Cc1cc(NS(=O)(=O)c2ccc(NC(=O)Nc3ccccc3)cc2)no1	-7.9
O=C(c1cc(-c2ccc3c(c2)OCO3)on1)N1CCN(c2ccccc2)CC1	-14.3
CCOc1cc(-c2ccc(N)c(OCC)c2)ccc1N	-1.8
Cc1ccc(-c2noc(CCC(=O)Nc3ccc4c(c3)OCO4)n2)cc1	-7.6
O=C(CN1C(=O)c2ccccc2S1(=O)=O)Nc1ccc(S(=O)(=O)N2CCCCC2)cc1	-2.0
CCc1nnc(NC(=O)CN2CCN(C3CCCCC3)CC2)s1	-1.8
COc1cccc(C(=O)Nc2c(C(N)=O)oc3ccccc23)c1	-7.0
O=C(CSc1nc2c(cnn2-c2ccccc2)c(=O)[nH]1)c1ccc(Cl)cc1	15.2
O=C(Cn1nnc(-c2cccs2)n1)OC1CCCCC1	5.0
C=CCn1cnc2c(c1=O)c1nc3ccccc3nc1n2/N=C/c1ccccn1	-0.2
CCc1ccc2nc(NC(=O)c3cc(C)on3)sc2c1	-17.8
O=C(Nc1ccc(OCC(=O)N2CCN(S(=O)(=O)c3ccccc3)CC2)cc1)c1ccco1	7.7
O=C(NC1CC2CCC1C2)C1COc2ccccc2O1 (stereo not given)	-5.8
C=CCOC(=O)C1=C(C)NC(SCC(=O)OCC)=C(C#N)C1c1ccc(O)c(OC)c1 (stereo not given)	7.1
O=C(Nc1cccc2nsnc12)c1ccc2c(c1)OCCO2	0.3
Cc1cc(C)c(C(=O)COC(=O)Cn2cnnn2)cc1C	-0.2
CC(=O)Nc1cc(NC(C)=O)c2nc(N)sc2c1	-20.9
O=C(NCCOCC(F)(F)C(F)F)c1cc(F)c(F)cc1Cl	-3.6
COc1ccc(OC)c(-c2c[n+](=O)c3c(n2[O-])CCCC3)c1	10.0
CCC(C)(C)n1nnnc1C(c1ccc(OC)c(OC)c1)N1CCN(c2ccc(F)cc2)CC1 (stereo not given)	-12.6
CCCOC(=O)CCn1c(=S)oc2ccccc21	-1.6
CCCCCn1c(SCC#N)nc2cc(C(=O)NC3CCCCC3)ccc2c1=O	5.2
CCN1c2ccccc2-c2nc3ccccc3n2C1c1cccnc1 (stereo not given)	15.8
COC(=O)c1ccc(S(=O)(=O)N(Cc2cc3cc4c(cc3[nH]c2=O)OCO4)C2CCCCC2)cc1	-11.9
CCCOc1ccc(N2C(=O)CC(N(O)c3ccccc3)C2=O)cc1 (stereo not given)	-20.0
Cn1c(SCc2nc3ccccc3c(=O)[nH]2)nnc1-c1ccco1	-21.9
COCC(C)n1c(C)cc(C(=O)COc2ccc(S(=O)(=O)N3CCOCC3)cc2Cl)c1C (stereo not given)	12.4
c1ccc(Nc2c3c(nc4ncnn24)CCC3)cc1	0.5
CC(SC1CCCC1)C(=O)NC(C)(C#N)C(C)C (stereo not given)	10.1
CC(=O)N1CCc2cc(Br)cc(S(=O)(=O)NCCCN3CCC(C)CC3)c21	4.4
CCOC(=O)c1cc2sc(C)cc2n1CC(=O)NCc1ccc(F)cc1	-37.3
CCCC(=O)Nc1c2c(nn1-c1ccc(OC)cc1)CS(=O)(=O)C2	-60.7
CCOC(=O)C1C2C=CC3(CN(c4ccccc4CC)C(=O)C13)O2 (stereo not given)	-7.7
CCOC(=O)CSC1=Nc2ccccc2C2=NC(CC(=O)NCc3ccc4c(c3)OCO4)C(=O)N12 (stereo not given)	-6.8
Cc1cccc(S(=O)(=O)c2c(N)n(/N=C/c3ccco3)c3nc4ccccc4nc23)c1	-17.4
CC(=O)Nc1ccc(C(=O)CSc2nnc(-c3ccc(O)cc3)n2CC2CCCO2)cc1 (stereo not given)	-1.1
COc1ccc(CNc2nc3c(c(=O)[nH]c(=O)n3C)n2CCCc2ccccc2)cc1	-9.1
Cc1cc(C(=O)N2CCN(c3ccccn3)CC2)c(C)o1	-11.3
O=C(Nc1c(-c2ccccc2)nc2c(Br)cc(Br)cn12)c1ccco1	-47.1
CCOC(=O)/C=C1\SCC(=O)N1CC(O)CN1C(=O)CS/C1=C\C(=O)OCC	-11.2
O=C1C2C(C(=O)N1Cc1cccnc1)C1C=CC2C12CC2 (stereo not given)	-42.0
CCN(CC)CC(=O)Nc1c(Br)ccc2c1OCO2	38.2
COC(=O)COc1ccc(Oc2cc(C)nc(SC)n2)nn1	-23.1
Cc1cccc(C)c1OCC(O)CN (stereo not given)	-9.7
CC(C)OC(=O)CSc1nnc(-c2ccccn2)n1-c1ccccc1	12.8
(further entries)
SMILES	GBA activity up
O=C(CN1CCN(c2ccc(F)cc2)CC1)c1ccc2c(c1)OCO2	58.7
COc1cccc(N2CCN(c3c4c(nc5ncnn35)CCC4)CC2)c1	6.3
COc1ccc(Oc2coc3c(CN(C)C)c(O)ccc3c2=O)cc1	-19.8
COc1c(C)cccc1C(=O)Nc1cc(Cl)ccc1N1CCOCC1	-42.8
CSc1nc2ccc(S(=O)(=O)Nc3c(C)n(C)n(-c4ccccc4)c3=O)cc2s1	-33.0
CC1(C)OC(=O)C(=CNCC(O)c2ccccc2)C(=O)O1 (stereo not given)	5.6
CCOC(=O)C(C)Sc1ccc2nnc(-c3ccc(F)cc3)n2n1 (stereo not given)	-13.8
O=C(CSc1nc(-c2ccccc2)cc(=O)[nH]1)N1CCc2ccccc21	-0.6
O=S(=O)(c1ccc2c(c1)OCCO2)N1CCC(O)(c2ccc(Cl)cc2)CC1	-9.7
CC(OC(=O)c1nsc(Cl)c1Cl)C(=O)NCc1ccco1 (stereo not given)	-13.7

By substructure, the compounds so far with a Cl atom (ten)
SMILES	GBA activity up
O=C(CN1CCN(c2cccc(Cl)c2)CC1)N1CCCC1	-19.9
COCCCNC(=O)c1cn(Cc2c(F)cccc2Cl)nn1	-45.2
O=C(Nc1cccc(Cl)c1)c1ccc2c(=O)n3c(nc2c1)CCCCC3	7.7
Clc1ccc(CSc2nnc(-c3ccncc3)o2)c(Cl)c1	-24.7
O=C(CSc1nc2c(cnn2-c2ccccc2)c(=O)[nH]1)c1ccc(Cl)cc1	15.2
O=C(NCCOCC(F)(F)C(F)F)c1cc(F)c(F)cc1Cl	-3.6
COCC(C)n1c(C)cc(C(=O)COc2ccc(S(=O)(=O)N3CCOCC3)cc2Cl)c1C (stereo not given)	12.4
COc1c(C)cccc1C(=O)Nc1cc(Cl)ccc1N1CCOCC1	-42.8
O=S(=O)(c1ccc2c(c1)OCCO2)N1CCC(O)(c2ccc(Cl)cc2)CC1	-9.7
CC(OC(=O)c1nsc(Cl)c1Cl)C(=O)NCc1ccco1 (stereo not given)	-13.7

2 entries from above, set out differently:
compound: CCOC(=O)c1cc2sc(C)cc2n1CC(=O)NCc1ccc(F)cc1
  GBA activity up = -37.3

compound: CCCC(=O)Nc1c2c(nn1-c1ccc(OC)cc1)CS(=O)(=O)C2
  GBA activity up = -60.7

(continued)
SMILES	GBA activity up
C=CCN1C(=O)/C(=C2\SC(N3CCOCC3)=NC2=O)c2cc(Br)ccc21	-3.9
Cc1cccc(CN2CCN(C(c3ccccc3)c3ccc(Cl)cc3)CC2)c1 (stereo not given)	-34.0
COc1ccc(-n2c(=O)cc(N3CCN(c4ccccc4OC)CC3)[nH]c2=O)cc1	-22.3
Cc1ccc(CNC(=O)CSc2nc(N3CCCCC3)nc(N3CCCCC3)n2)cc1	-1.8
CCOC(=O)N1CCN(C(=O)Cn2ncn3nc(-c4cccs4)cc3c2=O)CC1	-28.2
COCCn1nnnc1CN(CCc1ccc(OC)c(OC)c1)Cc1cc2ccc(C)cc2[nH]c1=O	-41.5
Cc1cc(=O)oc(C)c1C(=O)NCCCN1CCN(c2ccc(F)cc2)CC1	-81.6
O=C(CN1C(=O)COc2ccc(Cl)cc21)Nc1ccc2c(c1)OCCO2	-3.8
Cc1nn(Cc2ccccc2Cl)c(C)c1C(=O)NCc1ccco1	-4.8
CCCCOc1ccccc1NC(=O)CC1Nc2ccccc2NC1=O (stereo not given)	8.6
Cc1cc(NC(=O)Cn2nc(C(F)(F)F)c3c2CCC3)n(-c2ccccc2)n1	8.0
Cc1cc(C)c2c(CN3CCN(C)CC3)cc(=O)oc2c1	-4.3
O=c1cc(-c2ccccc2)nc2n1Cc1ccccc1-2	-5.7
CCOC(=O)N1CCC(NC(=O)CSCc2nc(-c3cccc(OC)c3)oc2C)CC1	44.4
COc1cc(OC)cc(-c2cc3nc(C)c(CCC(=O)NC(C)CCc4ccco4)c(C)n3n2)c1 (stereo not given)	9.5
Cc1ccc2[nH]c(=O)c(CN(Cc3cccs3)Cc3nnnn3Cc3ccccc3)cc2c1	12.1
CC(C)C1NC2(C(=O)c3ccccc3C2=O)C2C(=O)N(c3ccc(F)cc3)C(=O)C12 (stereo not given)	-33.4
Cc1nnc(SCCCn2c(N3CCN(c4ccccc4)CC3)nc3c2c(=O)[nH]c(=O)n3C)s1	2.9
Cc1ccc(C(=O)CSc2ccccn2)cc1	14.1
COc1ccccc1Nc1nc(N)nc(CSc2nnc(C)s2)n1	2.4
Cc1oc(C(C)(C)C)cc1C(=O)Nc1ccc2c(c1)OCCO2	11.2
COc1cccc(CN(CC(=O)NCC2CCCO2)C(=O)CCC(=O)Nc2cc(C)on2)c1 (stereo not given)	-4.8
Cc1ccc(S(=O)(=O)C2(C(=O)O)CCCC2)cc1C	-19.5

Screening results (PubChem BioAssay)

This is a subset. The share of hits here may be higher or lower than overall.
